APP 5UTR inh – APP translation inhibition. SH-SY5Y APP 5'UTR-luciferase reporter, luminescence. 190,000 tested, 0.82% active. inhibition, % at 2 µM;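 active means inhibition above a set limit, derived from the sample mean plus 3 SD, cut at about 45% in these data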; further: values of inactives mirror those of a sister screen read the other way
TNAP inh no acc – TNAP (human) inhibition, acceptor-free conditions. P05186. purified TNAP, CDP-star luminescence, 30 min. inhibition, % at 20 µM. 200,000 tested, 0.26% active. AID 1012;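 active means tissue-nonspecific alkaline phosphatase inhibition above about 50% at 20 µM in the single-dose screen, limit read from the data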;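 further: 0% = DMSO negative control and 100% = EDTA positive control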
Target sequence (P05186 whole entry, looked up): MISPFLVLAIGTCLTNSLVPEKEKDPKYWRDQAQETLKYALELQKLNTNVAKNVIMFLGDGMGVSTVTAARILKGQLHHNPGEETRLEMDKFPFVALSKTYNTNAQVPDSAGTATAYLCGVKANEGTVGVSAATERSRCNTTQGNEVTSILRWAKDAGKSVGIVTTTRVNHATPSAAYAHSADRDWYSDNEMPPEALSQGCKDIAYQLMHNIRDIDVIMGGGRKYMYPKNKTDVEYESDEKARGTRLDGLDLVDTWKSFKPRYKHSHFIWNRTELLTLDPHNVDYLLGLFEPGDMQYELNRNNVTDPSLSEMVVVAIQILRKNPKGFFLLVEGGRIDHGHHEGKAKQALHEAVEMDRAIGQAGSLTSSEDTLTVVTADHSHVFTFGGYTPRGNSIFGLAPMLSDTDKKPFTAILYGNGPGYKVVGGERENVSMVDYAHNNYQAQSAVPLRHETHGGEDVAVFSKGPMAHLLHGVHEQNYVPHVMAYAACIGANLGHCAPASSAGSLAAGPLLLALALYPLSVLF
bIAP inhibitor – blocks bovine intestinal alkaline phosphatase activity. purified bovine IAP, CDP-star luminescence, 30 min. AID 1019. inhibition, % at 20 µM. 190,000 tested, under 10 active;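 active means over 50% inhibition of intestinal alkaline phosphatase at 20 µM in the single-dose screen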
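Assay system – bovine IAP enzyme · Quantity – bovine IAP at 1/65,000,000 final dilution · Detection – CDP-star luminescence signal · Times – 30 min reaction at room temperature · Also added – CDP-star substrate at 30 µM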
FLuc act counter – firefly luciferase counter-screen for stimulation assays; ATPlite luciferase biochemical, luminescence, 10 min; 0 = ATP-free wells, 1 = DMSO control; P08659; activation factor at 10 µM; 200,000 tested, under 10 active; AID 1027;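 active means luciferase activation factor, scaled between plate controls, of at least 2 with compound at 10 µM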
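Material: Luciferase/luciferin reagent mix; Doses: test compounds dosed from 2 mM stocks in 100% DMSO; Schedule: 10 min incubation after luciferase reagent addition, room temperature; Measured by: luminescence from luciferase reaction; Read-out: luminescence gain marking luciferase activators.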
RAM inhibit – blocks the yeast RAM network. S. cerevisiae dse1pr::URA3 reporter, 5-FOA growth OD615, 2 d; analog-sensitive cbk1-as2 kinase mutant strain. inhibition, % at 50 µM. 190,000 tested, 1.8% active. AID 868;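 active means inhibition above a set limit, 3 SD over mean compound inhibition, cut at about 8.4% in these data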;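 further: 0% = DMSO-only wells with no growth and 100% = 10 µM 1-NA-PP1 full growth; inhibition rescues growth on 5-FOA so higher OD means more RAM inhibition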
FLuc inh counter – inhibits firefly luciferase, flagging false hits in luciferase inhibition screens. ATPLite firefly luciferase biochemical luminescence, 10 min. P08659. 200,000 tested, 1.5% active. inhibition, % at 10 µM;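 active means inhibition above about 50% when tested at 10 µM, limit read from the data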
TNAP act hiacc – increases human TNAP activity under high phosphate acceptor concentration | purified TNAP, CDP-star luminescence, 1 M DEA, 30 min; active compounds read high; 0 = EDTA background, 1 = DMSO-only activity | activation factor at 20 µM | 200,000 tested, under 10 active | AID 1136;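 active means activation factor at least 2 at 20 µM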
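system = human TNAP | amount = enzyme diluted 1/800 final | reagent = 100 µM CDP-star substrate | signal = luminescent substrate turnover signal | dosing = one dose, 20 µM | benchmarks = EDTA negative control, DMSO positive control | measure = activation factor | timing = 30 min reaction, room temperature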
bIAP activator – increases bovine intestinal alkaline phosphatase activity; purified bovine IAP, CDP-star luminescence, 30 min; active compounds read high; fold of DMSO-control signal, blank-subtracted; activation factor at 20 µM; 200,000 tested, 0.17% active; AID 1016;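 active means activation factor of 2 or more at 20 µM, a signal rise over negative controls twice the positive control's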
L major viab – Leishmania major promastigote growth inhibition. 200,000 tested, 9% active. AID 1063. Leishmania major promastigotes, resazurin fluorescence viability. inhibition, % at 10 µM; in the data active means inhibition above about 50%;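 further: promastigotes grown with compound for 44 hours at 28 °C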
TNAP inh hiacc – blocks human TNAP under high phosphate acceptor concentration. P05186. purified TNAP, CDP-star luminescence, 1 M DEA. inhibition, % at 20 µM. 200,000 tested, 0.03% active;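 active means over 50% inhibition of tissue-nonspecific alkaline phosphatase at 20 µM in the single-dose screen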;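 further: plate controls were DMSO wells for no effect and EDTA-quenched wells as full inhibition for full effect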
The depositor's hits bear a star; x = not tested or not shown. Rows were taken by chance; 13% or so of the library scored in one or more.

Each structure is followed by: APP 5UTR inh, TNAP inh no acc, bIAP inhibitor, FLuc act counter, RAM inhibit, FLuc inh counter, TNAP act hiacc, bIAP activator, L major viab, TNAP inh hiacc
1) Cc1cc(C)c2c(=O)n(CC(=O)N3CCC(N4CCCCC4)CC3)sc2n1
  -3, -13, -4, 1, 1.1, 3, 1, 1, 4, -3
2) Nc1sc2c(c1C(=O)NC1CCS(=O)(=O)C1)CCC2 (stereo not given)
  -9, -59, -47, 1, 3.0, -4, 1.1, 1.5, -5, -8
3) O=c1c2ccccc2nc2n1CCS2
  0, -12, 13, 1.1, 2.5, -8, 1.1, 0.9, -5, -6
4) O=C1CCCC2=C1C(c1ccc(OS(=O)(=O)c3ccc(Cl)cc3)cc1)C1=C(CCCC1=O)O2
  10, -2, 1, 1.1, 5.8, -5, 1, 1, -4, -1
5) COc1ccc2c(c1)CCC/C2=N\OC(=O)c1ccccc1F
  1, -2, -25, 0.8, 0.0, 16, 1, 1.3, -7, -3
6) CCOC(=O)C1CCCN(C2CC(=O)N(c3ccc(C)cc3)C2=O)C1 (stereo not given)
  -4, -14, 1, 1.1, 0.8, -8, 1, 1, 0, -3
7) CCCCn1c(-c2nn(C)c(C)c2Cl)n[nH]c1=S
  -1, 27, 14, 1, 1.4, 0, 1.1, 0.9, 4, -7
8) CCOC(=O)c1nnn(-c2nonc2N)c1COc1cc(C)c(Cl)c(C)c1
  14, 9, 4, 1, x, -2, 0.9, 1, 2, 6
9) Cc1ccc(-c2nc(C)sc2CC(=O)Nc2nnc(C)s2)cc1
  30, -12, -3, 1, 3.3, -2, 1, 1, -4, -2
10) CC1CCCC(NC(=O)COC(=O)c2ccc(S(=O)(=O)N3CCOCC3)cc2)C1C (stereo not given)
  -13, -8, -2, 1, 5.0, -2, 1, 1, -7, -3
11) Cc1cc(C)cc(C(=O)NCC(=O)OCc2c(C)noc2C)c1
  -2, 3, 10, 1, 1.7, 0, 0.9, 0.9, 0, 6
12) CC(=O)Nc1nonc1NC(=O)c1ccc(F)cc1
  -9, -5, -34, 1.1, -0.2, -10, 1, 1.3, 1, -5
13) COc1ccccc1NC(=O)CSc1nnc(Cn2nnc(-c3ccccc3)n2)n1-c1ccccc1
  -5, -7, 4, 1, 5.6, -2, 1, 1, 0, -1
14) CCN(CC)S(=O)(=O)c1ccc(O)c(NC(=O)CN2CCc3ccccc3C2)c1
  1, -4, -11, 1, -0.5, -3, 1, 1.1, -17, -1
15) COCCOC(=O)/C(=C/c1ccc(OC(=O)c2ccccc2)cc1)C(C)=O
  -17, 6, 11, 1, -1.4, 0, 1, 0.9, -2, 2
16) COc1cccc2cc(C(=O)N3CCN(c4ccccn4)CC3)c(=O)oc12
  5, -3, -3, 1, -0.3, 1, 1, 1, -5, -1
17) CCN(CC(=O)NCc1cccs1)C(=O)c1cc(S(=O)(=O)N2CCOCC2)ccc1C
  12, 7, -10, 1.1, 2.1, -6, 1, 1.1, -6, -3
18) COc1ccc(Br)cc1S(=O)(=O)NCc1ccccc1
  -12, 12, 17, 1, -0.3, -5, 1, 0.8, -4, 0
19) Cc1cc(=O)oc(C)c1C(=O)O
  -11, -8, -2, 1, -0.8, -3, 1, 1, -6, 0
20) COc1cc(C2C(C(=O)c3ccco3)=C(O)C(=O)N2Cc2cccnc2)cc(OC)c1OC (stereo not given)
  -18, -7, 7, 1, 0.4, -2, 1, 0.9, -6, -4

The final 4 records of the part above lead into the next:
Each structure is followed by: APP 5UTR inh, TNAP inh no acc, bIAP inhibitor, FLuc act counter, RAM inhibit, FLuc inh counter, TNAP act hiacc, bIAP activator, L major viab, TNAP inh hiacc
17) CCN(CC(=O)NCc1cccs1)C(=O)c1cc(S(=O)(=O)N2CCOCC2)ccc1C
  12, 7, -10, 1.1, 2.1, -6, 1, 1.1, -6, -3
18) COc1ccc(Br)cc1S(=O)(=O)NCc1ccccc1
  -12, 12, 17, 1, -0.3, -5, 1, 0.8, -4, 0
19) Cc1cc(=O)oc(C)c1C(=O)O
  -11, -8, -2, 1, -0.8, -3, 1, 1, -6, 0
20) COc1cc(C2C(C(=O)c3ccco3)=C(O)C(=O)N2Cc2cccnc2)cc(OC)c1OC (stereo not given)
  -18, -7, 7, 1, 0.4, -2, 1, 0.9, -6, -4
21) CC(C)CCNC(=O)CN(CC1CCCO1)C(=O)CCC(=O)Nc1nccs1 (stereo not given)
  -1, -3, -3, 1, -0.4, 0, 1, 1, -3, 4
22) O=C(COC(=O)CCCNC(=O)c1ccc(Cl)cc1)Nc1ccc(Br)cc1
  -9, -7, 2, 0.9, 3.3, 9, 1, 1, 17, -3
23) CCCCNC(=O)CCn1c(=O)c2ccccc2n(Cc2cc(C)ccc2C)c1=O
  -4, -23, 16, 1, 1.2, -4, 1, 0.8, 58*, 2
24) CCOc1ccc(S(=O)(=O)NN2Cc3ccccc3C2=N)cc1
  -8, -2, -23, 1, -0.2, -3, 1, 1.2, 0, -3
25) COc1ccc(N2CCN(C(=O)C3CCN(S(=O)(=O)N4CCOCC4)CC3)CC2)cc1
  -8, 1, 1, 1.1, -0.1, -8, 1, 1, -3, 0
26) Cc1cc(C)n2nc(Nc3ccccc3)cc2n1
  -28, -9, 4, 0.9, 5.0, 6, 1, 1, -1, -2
27) O=[N+]([O-])c1ccc(C=Nc2ccc(Cl)c([N+](=O)[O-])c2)s1
  -26, 1, -3, 1.1, -1.4, -8, 1, 1, 100*, 0
28) Cc1ccc(NC(=O)c2ccc(C(C)(C)C)cc2)cc1[N+](=O)[O-]
  -81, 0, 0, 1, 2.3, -3, 1, 1, 40, -2
29) COc1ccc(Cc2nnc(SCC(=O)N3CCCC(C)C3)o2)cc1 (stereo not given)
  13, -4, -18, 1, -0.5, -4, 1, 1.2, 7, -2
30) COc1cc(NS(=O)(=O)c2ccc(NC(C)=O)cc2)cc(OC)c1
  -2, -10, 8, 1.1, 2.3, -6, 1, 0.9, 0, -4
31) CC(=O)Cn1nnc2sc(-c3ccccc3)cc2c1=O
  -50, 0, 3, 0.8, 2.0, 17, 1, 1, 1, -2
32) COCCSc1ccccc1C(=O)Nc1nccs1
  10, -8, -4, 1, 1.9, 0, 1, 1, 7, -2
33) COc1ccc(/C=N/Nc2nc3ccccc3c(=O)n2-c2ccccc2)cc1OC
  -6, -68, 1, 0.3, 0.4, 69*, 1.1, 1, -3, -5
34) O=C1Oc2ccccc2C(=O)/C1=C/N1CCN(c2ccccc2F)CC1
  -13, -10, -2, 1, 1.9, 2, 1, 1, 2, -2
35) CN1C(=O)CC(N2CCC(C(N)=O)CC2)C1=O (stereo not given)
  -7, -12, -8, 1, -0.1, -3, 1, 1.1, -6, -3
36) O=C(N/N=C/c1cn(-c2ccccc2)nc1-c1cc2ccccc2o1)c1c[nH]c2ccccc12
  -187, -13, -9, 0.7, 7.0, 34, 1, 1.1, 17, -4
37) CC(=O)N1CCN=C1SCc1cccc(C(F)(F)F)c1
  5, -1, 9, 1, 0.5, -4, 1, 0.9, 0, -5
38) Cc1cc(C)n(-c2ccc(F)cc2CN2CCN(Cc3ccccc3)C(CCO)C2)n1 (stereo not given)
  -5, -6, -4, 1.1, 0.4, -12, 1.1, 1, -2, -5
39) COc1ccc(-c2cc(C(F)F)n3ncc(C(=O)Nc4cc(C)on4)c3n2)cc1
  5, -4, 0, 1, 2.8, -4, 1.1, 1, 5, -9
40) CC(C)NC(=O)c1c(O)c2ccccc2[nH]c1=O
  -6, -4, 5, 1, 1.1, -2, 1, 0.9, -8, -4
41) CC(=O)C1=C(O)C(=O)N(CCN2CCOCC2)C1c1ccccc1 (stereo not given)
  16, -6, 15, 1.1, 0.6, -5, 1, 0.8, -4, 0
42) COc1cccc(CN2C(=O)CCC2(C)C(=O)NC2CCCC2)c1 (stereo not given)
  -7, -20, 3, 1.1, 2.0, -6, 1, 1, -4, -4
43) C/C(=N\NC(=O)COc1c(C)cccc1C)c1cccs1
  -8, -4, 13, 1, 1.3, -3, 1, 0.9, 3, -1
44) O=C(CN(Cc1ccco1)C(=O)Cn1nnc(-c2cccs2)n1)NCc1ccccc1
  8, 6, 5, 1.1, -1.1, -9, 1.1, 1, 12, -7
45) COc1cc2c(cc1NC(=O)C(C)Sc1nc3ccccc3n1C)oc1ccccc12 (stereo not given)
  -6, -9, -12, 1.1, 2.6, -5, 1.1, 1.1, 6, -7
46) O=C(NCCN1CCOCC1)c1cccc(S(=O)(=O)N2CCCCCC2)c1
  10, -11, 8, 1, 0.6, -5, 1.1, 0.9, -6, -5
47) O=C(c1ccc2c(c1)OCO2)C1CCCN(Cc2cccn2-c2cccnc2)C1 (stereo not given)
  1, -4, 4, 1.1, 1.4, -8, 1, 1, 94*, -5
48) C=CCN1C(=O)C2C(C(=O)NC3CCCCC3)C3C=CC2(O3)C1C(=O)NC1CCCC1 (stereo not given)
  -12, -14, 9, 1.1, 1.1, -7, 1, 0.9, 0, -5
49) CC(=O)N=c1cccc(NC(C)=O)n1O
  13, -3, 9, 1.1, 1.6, -5, 1, 0.9, -1, -2
50) CC1CCC/C(=C\Nc2ccc(C(=O)O)cc2)C1=O (stereo not given)
  -139, -9, 6, 0.9, -0.3, 6, 1, 0.9, -5, -3
51) CCNc1ccc(C(=O)OCC(=O)c2cc(C)n(Cc3ccc4c(c3)OCO4)c2C)cc1[N+](=O)[O-]
  2, -15, 22, 1, 0.9, 0, 0.9, 0.8, 67*, 6
52) CCOCCCN(Cc1cc2cc(C)cc(C)c2[nH]c1=O)C(=O)N(CC)CC
  1, -8, -4, 1, 0.5, -2, 1, 1, 58*, 1
53) CC(CNc1ccccc1O)C(=O)O (stereo not given)
  -17, 12, -7, 1, 0.3, -1, 0.9, 1.1, -2, 12
54) CN(Cc1ccccc1)C(=O)c1nc2ccccn2c1CN1CCCC1c1nccs1 (stereo not given)
  -2, -3, -4, 1, 0.4, -3, 1, 1, 8, -3
55) CCOC(=O)C(C)n1cnc2c(nnn2-c2ccc(C)cc2)c1=O (stereo not given)
  -4, -6, 11, 1, 2.4, 3, 1, 0.9, -2, -4

Source: PubChem (several laboratories)
